Source: PubChem BioAssay
CRFBP-R2 block = antagonists of CRF-BP/CRF-R2 complex, primary screen, cell-based, HEK293, calcium dye fluorescence, uHTS | CRF-induced calcium fluorescence | inhibition, % at 11.8 µM | actives 0.59% (n = 350,000) | AID 588475, 2011;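 active = inhibition of the ligand-induced calcium signal above about 50% at the single tested concentration, limit read from the data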
CHRM4 PAM = human M4 muscarinic receptor positive allosteric modulators, primary screen, CHO-K1 cells, Fluo-8 calcium fluorescence. actives 0.4% (n = 360,000). activation, % at 3 µM. Muscarinic acetylcholine receptor M4 (Homo sapiens), P08173. CHO-K1 hM4/Gqi5, ACh EC20; 0% = ACh EC20, 100% = maximal ACh;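 active = activation above its plate's cutoff, the mean activation of sample wells plus 3 SD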; also: some results filed as inactive read as strong as hits
Target sequence (P08173 whole entry, looked up): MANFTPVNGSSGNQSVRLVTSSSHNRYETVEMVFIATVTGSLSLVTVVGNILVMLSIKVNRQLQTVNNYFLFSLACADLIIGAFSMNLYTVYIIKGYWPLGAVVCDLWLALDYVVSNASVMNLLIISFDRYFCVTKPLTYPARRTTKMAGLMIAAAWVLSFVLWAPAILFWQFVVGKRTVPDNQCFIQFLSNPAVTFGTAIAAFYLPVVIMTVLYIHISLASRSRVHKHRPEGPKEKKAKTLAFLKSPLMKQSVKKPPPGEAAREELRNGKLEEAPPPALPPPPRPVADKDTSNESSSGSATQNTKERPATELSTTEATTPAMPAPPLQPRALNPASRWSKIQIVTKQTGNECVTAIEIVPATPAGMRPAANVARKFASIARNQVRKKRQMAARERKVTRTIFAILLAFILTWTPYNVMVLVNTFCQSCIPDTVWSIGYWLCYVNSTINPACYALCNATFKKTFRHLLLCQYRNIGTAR
CHRM4 agonist = human M4 muscarinic receptor agonists, primary screen, CHO-K1 cells, Fluo-8 calcium fluorescence. activation, % at 3 µM. CHO-K1 hM4/Gqi5; vehicle 0%, full acetylcholine response 100%. Muscarinic acetylcholine receptor M4 (Homo sapiens), P08173. actives 0.14% (n = 360,000);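 active = activation above the run mean over all test wells plus 3 SD, cut at about 32% in these data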;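 also: peak over basal fluorescence ratio per well then scaled between controls; 0% = DMSO wells and 100% = acetylcholine at EC100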
M5 antag = human M5 muscarinic receptor antagonists, primary screen, CHO cells, Fluo-8 calcium fluorescence; Muscarinic acetylcholine receptor M5 (Homo sapiens), P08912; CHO-hM5 cells, ACh EC80; inhibition, % at 3 µM; actives 0.59% (n = 360,000);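 active = inhibition above a per-plate cutoff, the mean of that plate's test compounds plus 3 SD, cut at about 27% in these data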;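 also: 0% = acetylcholine EC80 with DMSO and 100% = DMSO without agonist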
Target sequence (P08912 whole entry, looked up): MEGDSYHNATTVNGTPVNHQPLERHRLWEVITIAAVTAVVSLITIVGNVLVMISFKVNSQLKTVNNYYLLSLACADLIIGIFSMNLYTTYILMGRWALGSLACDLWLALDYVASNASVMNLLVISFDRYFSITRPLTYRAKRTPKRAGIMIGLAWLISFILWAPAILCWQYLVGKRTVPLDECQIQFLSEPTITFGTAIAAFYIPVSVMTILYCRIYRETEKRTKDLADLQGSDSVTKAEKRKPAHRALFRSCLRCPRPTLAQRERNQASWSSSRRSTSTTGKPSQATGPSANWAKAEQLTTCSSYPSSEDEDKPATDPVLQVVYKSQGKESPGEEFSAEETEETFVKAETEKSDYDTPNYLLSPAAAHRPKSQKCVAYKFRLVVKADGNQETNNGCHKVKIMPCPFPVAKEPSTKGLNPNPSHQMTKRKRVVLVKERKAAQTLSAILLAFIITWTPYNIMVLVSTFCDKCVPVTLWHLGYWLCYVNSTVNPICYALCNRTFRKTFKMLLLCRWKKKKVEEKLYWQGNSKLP
M4 antag = human M4 muscarinic receptor antagonists, primary screen, CHO cells, Fluo-8 calcium fluorescence; CHO-hM4 cells, ACh EC80; inhibition, % at 3 µM; Muscarinic acetylcholine receptor M4 (Homo sapiens), P08173; actives 0.73% (n = 360,000);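 active = inhibition above its plate's cutoff, the mean inhibition of sample wells plus 3 SD, cut at about 27% in these data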;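 also: 0% = acetylcholine EC80 with DMSO and 100% = DMSO without agonist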
IDE inh = human IDE inhibitors in live cells, primary screen, fluorescence polarization, HEK cells, FAbetaB substrate | actives 0.41% (n = 320,000) | AID 434962, 2010 | inhibition, % at 5.59 µM | FAbetaB cleavage | Insulin-degrading enzyme (Homo sapiens), P14735;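 active = percent inhibition above the average of all tested compounds plus 3 SD, set per screening campaign, cut at about 16% in these data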;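 also: IDE supplied by intact live HEK cells; FP after avidin binding of uncleaved biotin substrate so inhibition keeps polarization high; 0% = DMSO wells and 100% = 60 µM reference IDE inhibitor Ii1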
CHRM5 PAM = human M5 muscarinic receptor positive allosteric modulators, primary screen, CHO-K1 cells, Fluo-8 calcium fluorescence | AID 624038, 2012 | CHO-K1 hM5, ACh EC20 PAM; 0% = ACh EC20, 100% = ACh EC100 | actives 0.3% (n = 360,000) | activation, % at 3 µM | Muscarinic acetylcholine receptor M5 (Homo sapiens), P08912;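 active = activation above the run cutoff, the mean activation of all test compounds plus 3 SD, cut at about 18% in these data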
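system = human M5 receptor in CHO-K1 cells | compound = one concentration, 3 µM final (nominal) | schedule = Post-acetylcholine fluorescence recording 140 s | signal = Fluo-8 calcium dye fluorescence, kinetic read | benchmarks = low control EC20 acetylcholine (0%), high control EC100 acetylcholine (100%) | repeats = singlicate, one well per test compound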
CHRM5 agonist = human M5 muscarinic receptor agonists, primary screen, CHO-K1 cells, Fluo-8 calcium fluorescence | CHO-K1 hM5 cells; 0% DMSO wells, 100% maximal acetylcholine response | activation, % at 3 µM | Muscarinic acetylcholine receptor M5 (Homo sapiens), P08912 | AID 624037, 2012 | actives 0.19% (n = 360,000);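 active = activation above the run's mean over test compounds plus 3 SD, cut at about 23% in these data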;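 also: signal is peak over basal fluorescence ratio across the kinetic read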
CRFBP-R2 agonist = agonists of CRF-BP/CRF-R2 complex, primary screen, cell-based, HEK293, calcium dye fluorescence, uHTS; CRF-binding protein / CRF receptor 2 complex (human); calcium dye fluorescence (FLIPR); percent of saturating CRF peptide response; activation, % at 13.2 µM; actives 0.46% (n = 350,000); AID 588473, 2011;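 active = activation of at least 50%, plus an integration ratio under a set limit after plate pattern correction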;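 also: plate controls were neutral control wells without compound for no effect and CRF at EC100 for full effect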
* hit, by the source's call; nt = not tested or not shown.

SMILES | CRFBP-R2 block | CHRM4 PAM | CHRM4 agonist | M5 antag | M4 antag | IDE inh | CHRM5 PAM | CHRM5 agonist | CRFBP-R2 agonist
COc1ccccc1N1CCN(C(=O)c2ccc(Cl)c(S(=O)(=O)N3CCOCC3)c2)CC1 | -10 | 3 | 4 | 4 | 5 | -2 | -5 | -3 | -1.0
COC(=O)c1cc(NC(=O)N2c3ccccc3Sc3ccccc32)cc(C(=O)OC)c1 | -5 | 2 | 1 | 1 | -2 | -2 | -5 | -6 | 0.8
CCCC(=O)N=C1SC2CS(=O)(=O)CC2N1c1ccc(C(C)=O)cc1 (configuration not stated) | 7 | 6 | 1 | -4 | -8 | 0 | 3 | -3 | -0.1
O=C1C2CC=CCC2C(=O)N1c1ccc(NCCc2ccc(Cl)cc2)c([N+](=O)[O-])c1 (configuration not stated) | -22 | 1 | 3 | 2 | 0 | 0 | -4 | -1 | -3.0
COC(c1ccccc1)c1nnc(CCC(=O)N(C)CCc2ccccc2)o1 (configuration not stated) | 23 | 15 | 1 | -3 | -2 | 2 | 4 | 2 | 0.2
CC(C)=CCN1CCN(Cc2nc(-c3ccc(F)cc3)cs2)CC1CCO (configuration not stated) | 4 | -39 | 8 | -9 | -8 | 4 | -3 | -16 | -1.3
Cc1ccc(SC(C)C(=O)NCc2cccnc2)cc1 (configuration not stated) | 4 | 5 | 0 | 0 | 11 | 0 | 5 | -2 | -1.8
O=C(CCN1C(=O)c2ccccc2C1=O)Nc1ccc2c(c1)OCCO2 | 15 | 3 | 4 | 9 | -10 | -1 | -4 | 5 | 0.7
Cc1cccc(NC(=O)CSc2nc(=O)n(CCN3CCOCC3)c3c2CCCC3)c1C | -16 | 10 | 3 | 6 | 4 | 0 | -3 | -1 | 1.1
O=C(N/N=C\c1cccc(Cl)c1)c1ccc(Cn2cc(Br)c([N+](=O)[O-])n2)o1 | 19 | -14 | 4 | 3 | -1 | 2 | -5 | -2 | -0.5
Cc1ccc(CNC(=O)c2c(-c3ccccc3)noc2C)cc1 | 3 | 4 | 0 | -3 | -10 | 4 | 1 | -4 | 0.1
COc1cccc(NC(=O)c2ccc(CN3CCN(c4ccccc4)CC3)cc2)c1 | -19 | -12 | 5 | 22 | 6 | 7 | -14 | -2 | -0.7
CCc1cccc2c(SC(C)C(=O)NCC3CCCO3)nc(-c3ccccc3)nc12 (configuration not stated) | 1 | -10 | 0 | -2 | -1 | 3 | 4 | 3 | -0.8
Cc1ccc(OCCCC(=O)Nc2ccc(N3CCOCC3)cc2)cc1 | 3 | -4 | 4 | 6 | -9 | 3 | -4 | -1 | -1.2
O=C(COC(=O)c1ccco1)Nc1ccc(Br)cc1 | 10 | 3 | 1 | -6 | -10 | 3 | -1 | 2 | 0.5
CCOc1ccc(OCCC(=O)OCC(=O)Nc2cc(S(=O)(=O)N3CCOCC3)ccc2OC)cc1 | 0 | 4 | 7 | -2 | -6 | nt | 11 | 0 | -1.9
COC(=O)c1cc(S(=O)(=O)N(C)C2CCCCC2)c[nH]1 | -8 | 0 | 1 | 6 | -5 | 3 | 0 | -3 | -0.2
O=C(CCn1c2c(c3ccccc31)CCCC2)NNC(=O)c1ccc([N+](=O)[O-])cc1 | 8 | -2 | 3 | -15 | -3 | 1 | -1 | 1 | 0.0
COc1ccccc1N1CCN(C(=O)C2CCC(CNS(=O)(=O)c3ccc(NC(C)=O)cc3)CC2)CC1 (configuration not stated) | 6 | 2 | 0 | 15 | 5 | nt | -6 | -4 | -0.4
O=C(NCc1ccccc1C(F)(F)F)c1cccc2c1C(=O)c1ccc(N3CCCCC3)cc1S2(=O)=O | -42 | 3 | 5 | 4 | 2 | 8 | 1 | 6 | 76*
COc1ccc(CNC(=O)CN(c2ccc(C)cc2)S(=O)(=O)c2c(C)nn(C)c2C)cc1 | 5 | 5 | 3 | 8 | -12 | 3 | 1 | -6 | 0.2
Cc1nn(CC(=O)Nc2ccc(Cl)cn2)c(C)c1Br | -11 | 5 | 1 | -1 | -3 | -5 | 1 | -2 | -1.0
COc1ccc(Br)cc1/C=N/Nc1ccc(Cl)c(C(=O)O)c1 | 1 | 7 | 4 | 1 | -9 | -3 | 5 | 1 | -1.0
CCOC(=O)C(Cc1ccccc1)C(=O)NCc1cccnc1 (configuration not stated) | 0 | -1 | 1 | 1 | -1 | 4 | -4 | 9 | -0.1

Entries from the list above that have a furan ring, fused or not (2):
SMILES | CRFBP-R2 block | CHRM4 PAM | CHRM4 agonist | M5 antag | M4 antag | IDE inh | CHRM5 PAM | CHRM5 agonist | CRFBP-R2 agonist
O=C(N/N=C\c1cccc(Cl)c1)c1ccc(Cn2cc(Br)c([N+](=O)[O-])n2)o1 | 19 | -14 | 4 | 3 | -1 | 2 | -5 | -2 | -0.5
O=C(COC(=O)c1ccco1)Nc1ccc(Br)cc1 | 10 | 3 | 1 | -6 | -10 | 3 | -1 | 2 | 0.5

Following part:
SMILES | CRFBP-R2 block | CHRM4 PAM | CHRM4 agonist | M5 antag | M4 antag | IDE inh | CHRM5 PAM | CHRM5 agonist | CRFBP-R2 agonist
CC(C)(C)c1ccc(NC(=O)CSc2nnc(-c3n[nH]c4ccccc34)o2)cc1 | -25 | 2 | 2 | -1 | -4 | 0 | -4 | -1 | -0.4
CCN1C(=O)[C@H]2[C@@H](c3ccc(Cl)cc3)N3C(=O)CN(CCOC)C(=O)[C@@]3(C)[C@H]2C1=O | 2 | 4 | 2 | -3 | -3 | 3 | 5 | 2 | -1.2
CC(C)c1ccc(/C=C2\SC(=O)N(CC(=O)NC3CCS(=O)(=O)C3)C2=O)cc1 (configuration not stated) | -5 | -13 | 11 | 21 | 8 | 4 | -8 | 4 | -0.4
CCOC(=O)c1cc(S(=O)(=O)NCCc2ccccc2)cn1C | -2 | -7 | 4 | 4 | -4 | -3 | -5 | 0 | -0.7
COc1ccccc1N=Nc1ccc(N)c(C)c1 | 7 | -4 | -1 | 7 | -14 | 1 | -3 | -2 | -5.0
CCOC1=C2[C@H](c3ccccc3)N(S(=O)(=O)c3ccc(C)cc3)C[C@H]2n2c(=O)n(-c3ccccc3)c(=O)n2C1 | nt | 4 | 0 | -13 | -12 | nt | 15 | 0 | nt
CCN(CC(=O)N1CCC(C)CC1)S(=O)(=O)c1ccc(C)cc1 | 2 | 1 | 2 | -9 | -8 | 6 | -3 | -1 | -2.2
CC1CCCN(CC(O)COc2ccc3c(c2)OCO3)C1 (configuration not stated) | 4 | 3 | 1 | -7 | -6 | 0 | 8 | -2 | -0.8
COc1ccc(NC(=O)Cc2c(F)cccc2Cl)cc1 | 48 | 3 | 0 | 4 | -10 | -2 | 11 | -14 | -2.3
CCOC(=O)c1c(CN2CCN(Cc3ccccc3)CC2)n(C)c2cc(Br)c(OC)cc12 | -11 | -5 | -1 | 9 | 0 | 0 | -4 | -1 | 6.8
COc1ccc(C(=O)Nc2cc(Cl)ccc2Cl)c(OC)n1 | 32 | -1 | 1 | 3 | -3 | 1 | -2 | -1 | 8.1
O=C(COc1ccc2ccccc2c1Br)Nc1ncn[nH]1 | -17 | -7 | 0 | 5 | 11 | 4 | -2 | -2 | 2.1
CCn1c(CC(=O)Nc2ccccc2OC)nnc1SCC(=O)Nc1ccccc1F | -1 | -7 | 1 | 7 | -3 | -1 | -2 | 2 | -3.4
Nc1ccc(CCCC(=O)NCc2cccnc2)cc1 | 42 | -4 | 1 | -3 | -3 | nt | -2 | 1 | -1.9
OC(COC1CCCCC1)CN1CCCCC1 (configuration not stated) | 7 | -7 | 3 | 4 | 0 | 5 | 3 | -4 | -2.3
Cc1csc(NC(=O)C2CCCCC2C(=O)O)n1 (configuration not stated) | -11 | 5 | 1 | -6 | 0 | -2 | 4 | -1 | -1.3
O=C(Nc1ccc(Cl)cn1)c1ccc(-c2ccc(Cl)c(Cl)c2)o1 | -9 | 8 | 0 | -2 | -3 | 4 | -1 | 2 | 1.1
Cc1cc(C)cc(C(=O)Nc2ccc(N3CCN(S(C)(=O)=O)CC3)cc2)c1 | -18 | 5 | 1 | 20 | 7 | -5 | -10 | -4 | 0.5
CCSC1=C(C#N)C2(CCCCC2)C(C#N)C(=O)N1 (configuration not stated) | 6 | -4 | 0 | 7 | 7 | 1 | -1 | 1 | -0.3
COc1cc(OC)cc(C(=O)NCC(=O)N2CCN(c3ccc(O)cc3)CC2)c1 | -4 | -8 | 0 | 10 | -8 | -2 | 10 | 2 | 1.0
O=C(Oc1ccc[nH]c1=O)C1CC1 | -5 | 2 | 0 | 0 | -2 | nt | -1 | 1 | 0.8
CN(C)c1nc(Nn2cnnc2)nc(N(C)C)n1 | -7 | 17 | 0 | -12 | -3 | -2 | 8 | 0 | -1.3
CCOC(=O)c1c(/N=C/c2ccc(OC)cc2O)sc2c1CCN(C)C2 | -4 | 12 | 0 | -3 | -1 | 2 | 2 | 1 | 2.8
COc1ccccc1NC(=O)[C@@H]1CCCN1S(=O)(=O)c1ccc(Cl)cc1 | 2 | 3 | 1 | 11 | 0 | 2 | -10 | 0 | -1.4
COC(=O)c1ccc(NC(=O)c2ccccc2SC)cc1 | -25 | 2 | 1 | 3 | 1 | 8 | -5 | 0 | -0.8
COCCNC(=O)C1(C)CCCN(C(=O)c2cc(F)ccc2C)C1 (configuration not stated) | nt | -3 | -1 | 0 | 13 | nt | -4 | 1 | nt
COc1ccc(-c2cc(C(=O)Nc3ccc(C)c(C)c3)no2)cc1 | 0 | 3 | 2 | -3 | -6 | 2 | 1 | -2 | 0.2
O=C(NCCc1ccc(Cl)cc1)C1CCN(C(=O)c2ccc(F)cc2)CC1 | 0 | -2 | 4 | 3 | -5 | -2 | 2 | 2 | 0.5
COc1ccccc1NC(=O)NNC(=O)COc1ccc2ccccc2c1 | -9 | 0 | 1 | 10 | 5 | -2 | -12 | -3 | -2.4
O=C1[C@@H](Oc2ccccc2)[C@@H](c2ccccc2)N1c1ccccc1 | 12 | -5 | 0 | 4 | -7 | nt | -7 | 0 | 2.5
Cc1cccc(C)c1OCCN1CCOCC1 | 7 | 4 | 1 | 4 | -18 | 7 | 1 | 0 | 1.7
CCC(C)(C)NC(=O)C(c1ccc(OC)cc1)N(C(=O)CCC(=O)Nc1cc(C)on1)c1ccc(OC)cc1OC (configuration not stated) | 10 | -2 | 0 | 9 | 2 | 3 | 1 | -4 | -1.3
